Source: PubChem BioAssay
USP1 inh = USP1/UAF1 (human) deubiquitinase inhibition. O94782. recombinant USP1/UAF1, Ub-Rhodamine cleavage fluorescence. Potency, µM (doses to about 57.1 µM), inactives show top-dose activity change, negative = inhibition, actives largely listed as inhibitors. 390,000 compounds, 0.23% hits; note: potency is the fitted concentration of half-maximal effect; % is set by controls: 0 for no effect and ±100 for the full control effect; nearly all actives have a fitted effect of over 60% in size; inactives centre near -12
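USP1/UAF1 complex at 1 nM was preincubated with compound for 15 min at room temperature, then Ub-Rho substrate (150nM final) was added. Fluorescence (480/540 nm) was read kinetically, 6 reads every 60 seconds.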
TRHR enhancer = allosteric enhancers of human TRH receptor; P34981; TRHR cells, fluo-8 calcium fluorescence, EC20 TRH enhancement; enhancement, % at 2 µM; 360,000 compounds, 0.66% hits; AID 493056; in the data active = enhancement above about 30%; note: 0% is about no effect
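Enhancer read-out: after compound pinning and an initial kinetic agonist-mode read, an EC20 of TRH (10 nM final) was injected and fluo-8 calcium signal (Ex 480/Em 530) followed at 1 s/cycle for 100 cycles in TRHR-expressing cells.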
IDH1 R132H inh = inhibitors of human mutant IDH1 R132H; IDH1-R132H enzyme, NADPH consumption, diaphorase/resazurin fluorescence; 390,000 compounds, 0.093% hits; Potency, µM (doses to about 76.6 µM), for inactives: at the top dose activity change, negative = inhibition, usual class: inhibitors; note: potency is the fitted concentration of half-maximal effect; % is set by controls: 0 for no effect and ±100 for the full control effect; nearly all actives have a fitted effect of over 65% in size
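IDH1-R132H (0.5 ug/mL dispensed) in pH 7.5 Tris buffer was preincubated 30 min with compound, then given a substrate mix of 0.016 mM NADPH and 2 mM alpha-KG for 80 min at room temperature; remaining NADPH was read by diaphorase/resazurin fluorescence.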
rTrxR1 inhibitor = inhibitors of rat thioredoxin reductase 1; O89049; recombinant rTrxR1, NADPH fluorescence consumption, selenite substrate; Potency, µM (top dose mostly 114 µM), for inactives: at the top dose activity change, negative = inhibition, most hits filed as inhibitors; 390,000 compounds, 1% hits; AID 588453; note: potency is the fitted concentration of half-maximal effect; % is set by controls: 0 for no effect and ±100 for the full control effect; nearly all actives have a fitted effect of over 65% in size
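Rat TrxR1 (90 nM in the dispensed reagent) was pre-reduced with 400 uM NADPH for 5 min at room temperature, then incubated with compound for 15 min. After 400 uM selenite was added, NADPH fluorescence (Ex 340/Em 450 nm) was followed for 8 min.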
D2 antagonist = D2 dopamine receptor (human) antagonism; P14416; HEK293 TREx D2 cells, calcium flux, dopamine EC80; inhibition, % at 10 µM; 340,000 compounds, 2% hits; in the data active = inhibition above about 30%; note: 0% is about no effect
Target sequence (P14416 whole entry, looked up): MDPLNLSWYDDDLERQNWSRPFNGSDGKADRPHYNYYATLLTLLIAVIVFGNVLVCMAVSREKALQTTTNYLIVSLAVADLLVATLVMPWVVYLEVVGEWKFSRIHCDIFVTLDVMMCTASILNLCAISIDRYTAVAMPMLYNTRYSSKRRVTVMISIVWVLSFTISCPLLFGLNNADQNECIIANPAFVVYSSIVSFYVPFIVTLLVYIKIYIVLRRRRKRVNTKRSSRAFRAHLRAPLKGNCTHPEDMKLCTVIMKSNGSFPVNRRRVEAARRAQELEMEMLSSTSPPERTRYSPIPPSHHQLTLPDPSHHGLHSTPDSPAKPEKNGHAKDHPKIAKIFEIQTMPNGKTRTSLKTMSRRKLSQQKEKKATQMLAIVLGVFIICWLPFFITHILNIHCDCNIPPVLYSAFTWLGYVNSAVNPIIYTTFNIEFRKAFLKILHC
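Read-out: kinetic calcium fluorescence (1 cycle/s) in inducible HEK293 T-REx D2 cells after an EC80 dopamine addition that followed 180 s compound preincubation. Loss of the dopamine response indicates antagonism.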
D2 ag = D2 dopamine receptor (human) agonism; 340,000 compounds, 0.53% hits; AID 485358; activation, % at 2 µM; HEK293 T-REx D2 cells, calcium flux agonist mode; P14416;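 active = activation over 3 SD above normal in the single-dose calcium agonist read, cut at about 30% in these data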; note: 0% is about no effect
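In this primary screen, compounds producing a positive calcium signal within 180 s of addition to tetracycline-induced, force-coupled HEK293 Trex D2 cells are flagged; cells are dye-loaded with a no-wash calcium kit beforehand.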
Pin1 inh = inhibitors of human Pin1. Pin1 FP peptide displacement, HiFluor488, 10 min. Potency, µM (series often up to 115 µM), for the others: at the highest dose activity, negative = inhibition, usual class: inhibitors. 390,000 compounds, 0.009% hits; active = well fitted inhibition curve with a large enough effect in the polarisation, with a control signal flat, not every such curve was filed as active; inconclusive = small, poorly fitted or top-dose-only effect, or effect the other way, or a change in a side signal; inactive = no such curve, though single readings can be large or run the other way; the % refers to the polarisation; note: potency is the fitted concentration of half-maximal effect; % is set by controls: 0 for no effect and ±100 for the full control effect
Target sequence (Q13526 whole entry, looked up): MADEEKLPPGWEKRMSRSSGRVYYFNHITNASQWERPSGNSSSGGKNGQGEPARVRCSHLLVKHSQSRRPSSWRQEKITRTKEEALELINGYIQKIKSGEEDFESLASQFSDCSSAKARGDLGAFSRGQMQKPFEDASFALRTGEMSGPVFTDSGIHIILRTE
TRHR agonist = agonists of human TRH receptor; TRHR cells, calcium flux fluo-8, FDSS agonist mode; P34981; activation, % at 2 µM; 360,000 compounds, 0.18% hits; in the data active = activation above about 30%; note: 0% is about no effect
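Fluo-8-loaded TRHR cells; 10 s baseline, compound added, kinetic Ca2+ fluorescence read 1/s, agonist mode.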
TrxR1 substrate = rat thioredoxin reductase 1 substrate activity. Potency, µM (series often up to 114 µM), inactives show at the highest dose activity change, negative = substrate turnover. 390,000 compounds, 0.01% hits. purified TrxR1 substrate turnover, NADPH consumption readout. AID 588456; note: potency is the fitted concentration of half-maximal effect; % is set by controls: 0 for no effect and ±100 for the full control effect; nearly all actives have a fitted effect of over 50% in size
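Rat TrxR1, dispensed at 90 nM, was prereduced with 400 uM NADPH (final) for 5 min at ~22 deg C, then incubated with compound 15 min before 400 uM selenite. A first-read NADPH fluorescence drop versus no-compound background flagged substrates.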
Starred values were filed as active, the others as inactive; ? = inconclusive; · = no result given; & = joins results of further samples; [ ] = remark or other dose. Unless noted, calls come from the whole dose curve; as a rule, active = well fitted inhibition curve with a large enough effect; inconclusive = small, poorly fitted or top-dose-only effect; inactive = no such curve, though single readings can be large or run the other way.

No.	mol	USP1 inh	TRHR enhancer	IDH1 R132H inh	rTrxR1 inhibitor	D2 antagonist
1	COCCOC(=O)c1c(C)oc2ccc(NS(=O)(=O)c3ccccc3)cc12	-23.3%	4.0	5.9%	8.8%	0.9
2	CCc1cccc(CC)c1NC(=O)COC(=O)CCc1cc(OC)c(OC)c(OC)c1	2.3%	-6.4	10.3%	10.6%[57.1 µM]	6.2
3	Cc1ccc2nc3c(cc(C(=O)NC4CCCCC4)c(=N)n3C(C)C)c(=O)n2c1	-2.4%	-5.4	-6.0%	56.2%[activator]	·
4	CC(C)(C)C(=O)CC1(O)C(=O)N(Cc2ccc(Cl)cc2)c2ccccc21 (centres undefined)	-6.8%	-5.1	2.0%	-23.5%	-4.7
5	COC(=O)c1ccncc1N	-10.2%	-3.2	-0.3%	15.9%[11.4 µM]	-9.4
6	CCN1CCN(C(=O)CN(c2cc(OC)ccc2OC)S(C)(=O)=O)CC1	-10.2%	-3.8	0.7%	6.1%[57.1 µM]	21.8
7	COc1ccc(Cc2nnc(NN)[nH]c2=O)cc1OC	-1.2%	7.7	1.0%	13.6%[57.1 µM]	-19.5
8	Cc1ccc(NC(=O)CN2C(=O)CCSc3ccc(S(=O)(=O)N4CCCC4)cc32)cc1	?	2.4&3.4	-9.8%&2.6%	24.2%	·

No.	D2 ag	Pin1 inh	TRHR agonist	TrxR1 substrate
1	-0.1	5.4%	-1.6	2.4%
2	1.6	-11.0%	0.4	4.8%[57.1 µM]
3	0.5	·	-0.8	203.3%[activator]
4	0.9	-1.2%	1.9	-15.7%
5	1.2	-0.7%	0.3	73.4%[57.1 µM]
6	-0.4	-6.0%	-0.2	6.9%[57.1 µM]
7	0.7	1.2%	-0.1	10.2%[57.1 µM]
8	-1.4	0.3%&6.2%	-1.7&-0.3	8.2%

New compounds follow
No.	mol	USP1 inh	TRHR enhancer	IDH1 R132H inh	rTrxR1 inhibitor	D2 antagonist
9	COc1ccc(S(=O)(=O)Nc2ccc3c(c2)COC3=O)cc1OC	-16.5%	-2.3	-2.3%	-4.7%	7.8
10	O=C(c1ccccc1)c1ccc(OC(=O)N2CCCC2)cc1	-15.6%	14.3	9.6%	10.8%	-16.0
11	CCc1c(C)sc(NC(=O)/C=C/C(=O)O)c1C(N)=O	-19.9%	7.1	-0.9%	-11.3%	7.1
12	Cc1cc(O)c(-c2cc(C(=O)NCc3ccc4c(c3)OCO4)[nH]n2)cc1C	1.7%	19.9	4.2%	7.5%	-6.7
13	CCOc1ccc2nc(NCCCNS(=O)(=O)c3ccc(F)cc3)c(C#N)cc2c1	?	·	6.4%	34.7%	·
14	COc1ccc(S(=O)(=O)CCC(=O)N2CCN(c3cccc(Cl)c3)CC2)cc1	-12.0%	3.8	5.3%	7.3%	-16.4
15	CNC(=S)NNC(=O)COc1ccc(C)c(C)c1	3.6%	17.2	3.4%	-13.5%[57.1 µM]	-20.7
16	O=C(COC(=O)c1ccc[n+]([O-])c1)Nc1ccc([N+](=O)[O-])cc1Cl	-5.9%	·	1.6%	-7.9%	·

No.	D2 ag	Pin1 inh	TRHR agonist	TrxR1 substrate
9	-0.4	0.7%	0.0	-3.6%
10	-2.0	-9.6%	-0.6	5.0%
11	2.2	1.4%	1.0	-6.9%
12	-0.1	?	-0.4	-2.7%
13	·	-9.2%	·	21.1%
14	-0.3	-2.5%	0.0	1.4%
15	0.5	0.3%	-0.5	8.4%[57.1 µM]
16	·	3.1%	·	-5.3%

Going on with the list:
No.	mol	USP1 inh	TRHR enhancer	IDH1 R132H inh	rTrxR1 inhibitor	D2 antagonist
17	CCOC(=O)[C@H]1[C@H]2COc3ccc(OC)cc3[C@@H]2N2C(=O)c3ccc(Cl)cc3NC(=O)[C@@]12C	-27.0%	-4.9	3.8%	14.5%[57.1 µM]	-22.1
18	CSc1ccccc1NC(=O)CN(C)C(=O)Cn1c(=O)oc2ccccc21	-4.4%	0.5	8.4%	-8.6%[57.1 µM]	-1.1
19	O=C(N/C=N/O)C(c1ccccc1)c1ncc(C(F)(F)F)cc1Cl (centres undefined)	6.3%	-2.0	-12.5%	?	2.7
20	Cc1ccc(/C=C/C(=O)N2CCN(S(=O)(=O)c3ccc(C)c(C)c3)CC2)o1	-15.2%	-5.0	7.1%	17.8µM*	1.2
21	O=C(Nc1ccc(F)cc1)/C(Cl)=C/c1ccccc1	-3.9%	-5.4	2.3%	34.6%[activator][57.1 µM]	-1.1
22	O=C(c1ccc(Cl)c(S(=O)(=O)N2CCCCCC2)c1)N1CCCCC1	-15.6%	3.5	7.8%	23.2%	·
23	Cc1ccc(CNC(=O)C2CCCN(c3cnccn3)C2)cc1 (centres undefined)	-11.1%	-0.2	1.6%	-2.8%	7.1
24	CCc1ccc(Nc2nnc(SCC(=O)NC(=O)c3cccn3C)s2)cc1	-0.3%	4.8	-5.0%	2.8%	11.5

No.	D2 ag	Pin1 inh	TRHR agonist	TrxR1 substrate
17	-1.6	-2.6%	-0.2	-6.0%[57.1 µM]
18	0.4	-5.1%	-0.1	-6.5%[57.1 µM]
19	0.1	4.1%	0.2	?
20	-0.2	33.2%[activator]	-0.7	-2.7%
21	0.3	1.1%	-1.2	10.1%[57.1 µM]
22	·	-8.7%	-0.1	-1.6%
23	-0.6	-0.9%	-2.2	2.6%
24	-1.3	17.5%	-0.7	-0.7%

The listing continues:
No.	mol	USP1 inh	TRHR enhancer	IDH1 R132H inh	rTrxR1 inhibitor	D2 antagonist
25	Oc1c(CN2CCCC(C(F)(F)F)C2)cc(Cl)c2ccccc12 (centres undefined)	-21.1%	-2.5	12.5%	2.0%[57.1 µM]	-30.6
26	O=C(C1CCC(Cn2c(=O)c3sccc3n(Cc3ccccc3)c2=O)CC1)N1CCCCC1 (centres undefined)	-9.1%	-1.2	10.6%	4.7%[57.1 µM]	·
27	COc1ccc(C)cc1S(=O)(=O)N1CCN(Cc2ccccc2)CC1	-11.9%	-2.3	5.0%	?	-9.4
28	CCOC(=O)C1CN(S(=O)(=O)c2ccccc2)C1	-13.6%	6.6	9.5%	13.2%	-7.8
29	COc1ccc(NC(=O)c2oc3ccccc3c2NC(=O)C2CC2)cc1OC	-13.7%	-7.4	-2.0%	-5.8%	-8.9
30	CC1(C(=O)N/N=C/c2ccccc2)CC1(Br)Br (centres undefined)	-3.5%	8.1	8.7%	4.1%[57.1 µM]	3.7
31	CCOC(=O)c1csc(COc2ccc(OC)cc2)n1	11.6%	4.0	6.9%	4.4%[11.4 µM]	13.1
32	CCOC(=O)c1c(NC(=O)C(=O)N/N=C/c2ccc(OCC)cc2)sc2c1CCCCC2	-15.4%	1.8	6.5%	20.1%	18.7
33	CCOCCCNCc1c(Cl)cccc1Cl	-21.8%	3.5	1.8%	7.0%	-8.4
34	CCOCCn1c(=O)c2c(nc3n2CCCN3CCc2ccccc2)n(C)c1=O	-11.5%	8.6	-2.3%	17.5%	-18.1
35	Cn1nnc2cc(C(=O)Nc3ccccc3)ccc21	-23.0%	2.1	-2.0%	13.2%	13.1

No.	D2 ag	Pin1 inh	TRHR agonist	TrxR1 substrate
25	0.2	19.3%	1.2	-11.9%[57.1 µM]
26	0.1	-6.1%	-0.6	-1.5%[57.1 µM]
27	-0.1	-4.9%	-0.5	-10.1%
28	0.9	2.6%	1.0	-0.3%
29	-0.4	4.5%	-0.6	-9.4%
30	0.5	-3.3%	0.1	-8.2%
31	-0.5	-2.0%	-0.2	-3.2%
32	0.2	-1.2%	-1.3	6.2%
33	0.0	-3.6%	0.6	-3.5%[0.0914 µM]
34	0.0	-13.7%	-1.1	-5.2%
35	1.2	-2.6%	0.2	2.9%

These rows are one share of the data; the hit share may differ from the screen's.
